# High-throughput results (PubChem)
# Pf growth 96h: P. falciparum growth inhibition at 96 hour, primary screen for plastid delayed-death inhibitors. P. falciparum luciferase reporter growth, 96 h. Potency, µM (doses to about 28.7 µM), inactives show top-dose activity change, negative = inhibition, most hits filed as inhibitors. actives 6.9% (n = 320,000). AID 504834; note: potency is the fitted concentration of half-maximal effect; % is set by controls: 0 for no effect and ±100 for the full control effect
#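 Plates of compound plus infected erythrocytes (2% hematocrit, 0.05% parasitemia final) incubate 96 hours, 37 C, 5% CO2. Detection reagent added; reduced luminescence from the parasites' luciferase reporter flags inhibition.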
# Pf growth 48h: P. falciparum growth inhibition at 48 hours (one generation). Potency, µM (doses to about 28.7 µM), inactives show at the highest dose activity change, negative = inhibition, usual class: inhibitors. P. falciparum luciferase growth in erythrocytes, 48 h. actives 5.9% (n = 310,000); note: potency is the fitted concentration of half-maximal effect; % is set by controls: 0 for no effect and ±100 for the full control effect
#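 Growth was read as firefly luciferase luminescence after a 48 h, 37 C, 5% CO2 exposure of compounds to reporter-bearing P. falciparum cultures (0.1% parasitemia, 2% hematocrit final) in Albumax-supplemented RPMI 1640.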
# Sm TGR inh: inhibitors of Schistosoma mansoni thioredoxin glutathione reductase; Q962Y6; purified TGR, DTNB reduction, TNB absorbance 405 nm; Potency, µM (titrated, usually from 114 µM), without a hit: at the highest dose activity change, negative = inhibition, actives largely listed as inhibitors; actives 3% (n = 360,000); note: potency is the fitted concentration of half-maximal effect; % is set by controls: 0 for no effect and ±100 for the full control effect; nearly all actives have a fitted effect of over 60% in size
#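 First, TGR (20 nM dispensed) and NADPH were mixed with compound. Second, a 15 min room-temperature incubation followed. Third, further NADPH and then DTNB were added to start the reaction. Finally, TNB absorbance was monitored kinetically.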
# Shiga toxin inh: inhibitors of Shiga toxin in Vero cells; Vero cells, Shiga toxin protein synthesis inhibition reporter; inhibition, % at 38.7 µM; actives 9.2% (n = 290,000); AID 2315; in the data active = inhibition mostly above about 28%, no sharp cut-off; inactive = mostly below about 43%; note: 0% is about no effect
# Cycloheximide cs: affects cycloheximide protein synthesis inhibition readout, counter-screen | cell reporter, cycloheximide protein synthesis inhibition counterscreen | max response, % | actives 12% (n = 300,000); in the data active = max response mostly above about 13%, no sharp cut-off; inactive = mostly below about 14%; note: read at 38.3 µM for the half of the compounds with a filed dose; 0% is about no effect
# Giardia FBPA inh: blocks Giardia fructose-bisphosphate aldolase activity | purified Giardia FBPA | A8B2U2 | Potency, µM (doses to about 59.6 µM), for inactives: at the highest dose activity, negative = inhibition, most hits filed as inhibitors | actives 0.71% (n = 290,000); note: potency is the fitted concentration of half-maximal effect; % is set by controls: 0 for no effect and ±100 for the full control effect; nearly all actives have a fitted effect of over 55% in size
# Target sequence (A8B2U2 whole entry, looked up): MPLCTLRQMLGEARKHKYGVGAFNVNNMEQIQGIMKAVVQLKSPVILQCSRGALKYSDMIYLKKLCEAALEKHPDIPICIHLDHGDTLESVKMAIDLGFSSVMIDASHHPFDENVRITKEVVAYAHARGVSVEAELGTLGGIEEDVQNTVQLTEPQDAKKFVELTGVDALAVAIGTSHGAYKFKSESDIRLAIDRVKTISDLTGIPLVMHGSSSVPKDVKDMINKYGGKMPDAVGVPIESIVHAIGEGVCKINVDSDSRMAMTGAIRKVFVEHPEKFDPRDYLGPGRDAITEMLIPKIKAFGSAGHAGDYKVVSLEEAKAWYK
#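 Giardia FBPA (40 nM reagent) was preincubated 10 min at RT with compound (up to 57.5 uM final), then substrate plus GAPDH/TPI/NAD/arsenate coupling system with diaphorase/resazurin was added; resorufin fluorescence (525/598 nm) was read after 20 min.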
# Numbers without * were called inactive; i = inactive; ? = inconclusive; · = not tested or not shown; & = joins results of further samples; [ ] = dose if it differs, or a comment. Unless noted, calls come from the whole dose curve; as a rule, active = well fitted curve in the direction sought with a large enough effect; inconclusive = small, poorly fitted or top-dose-only effect, or another doubt; inactive = no such curve, though single readings can be large; an effect the other way counts as inactive or inconclusive.
# Values in the order – Pf growth 96h	Pf growth 48h	Sm TGR inh	Shiga toxin inh	Cycloheximide cs	Giardia FBPA inh
Cc1ccc(CNC(=O)c2ccc(Cl)c(S(=O)(=O)N3CCCCC3)c2)cc1
→ ?	?	-0.3%	·	·	·
COc1cccc(/C=N/NC(=O)c2ccc(N(C)S(=O)(=O)c3ccccc3)cc2)c1OC
→ 42.5%[activator]	?	-1.3%	1.7	-5.4	-10.1%
Cc1ccc(C(=O)COc2nc(C)nc3ccccc23)cc1
→ 48.8%[activator]	231.6%[activator]	-0.5%	79.8*	24.1*	1.0%
O=C(NC1CCSC1=O)c1ccccc1 (stereo not drawn)
→ ?	0.0%	-9.5%	-16.6	1.1	0.7%
CN(C)c1cc(-c2cccc([N+](=O)[O-])c2)oc(=O)c1Cl
→ 124.7%	58.3%[activator]	8.1%	10.6	-3.0	8.8%
O=C1CN(C(=O)c2ccc(Br)o2)C(c2ccccc2)c2cc(F)ccc2N1 (stereo not drawn)
→ 11.7µM*	·	?	-12.3	-6.2	-1.5%
CC(C)(C)NS(=O)(=O)c1ccc(CCC(=O)Nc2ccc3c(c2)OCCO3)cc1
→ -52.6%	?	2.1%	-14.1	-2.6	-0.4%
O=C(Cn1nc(C(=O)O)c2ccccc2c1=O)Nc1ccc2c(c1)C(=O)c1ccccc1C2=O
→ 131.7%[activator]	73.5%[activator]	-2.4%	44.0	23.9*	1.9%
CCC(=O)Nc1ccccc1C(=O)OCC(=O)c1ccccc1
→ i	328.8%[activator]	-4.3%	88.7*	19.9*	·
CCC(C)c1ccc(NC(=S)NCCn2cc(Br)cn2)cc1 (stereo not drawn)
→ ?	?	4.4%	12.9	-1.2	-2.0%
CCC(=O)N/C(N)=N/c1nc(C)c2cc(OC)ccc2n1
→ -18.9%	3.29µM*	-26.3%	71.2*	23.3*	-5.1%
c1csc(C(c2nnnn2C2CCCC2)N2CCOCC2)c1 (stereo not drawn)
→ -21.4%	3.9%	0.0%	-23.4	-3.9	-2.5%
Cc1ccc2c(c1)cc(CN(CCc1ccccc1)C(=O)N1CCOCC1)c1nnnn12
→ -2.6%	?	-1.7%	-7.7	-1.8	-2.0%
O=C(NC(NC(=O)c1ccccc1)C(=O)c1ccccc1)c1ccccc1
→ 2.33µM*	-18.5%	5.5%	11.5	-7.5	1.4%
CC[C@H](C)[C@H](NC(=O)[C@@H]1CCCN1C(=O)[C@H](Cc1cnc[nH]1)NC(=O)[C@H](CCCCNC(=O)[C@H](CCCN=C(N)N)NC(=O)OCc1ccccc1)NC(=O)[C@H](Cc1ccc(O)cc1)NC(=O)c1cccnc1)C(=O)O
→ ·	·	·	-3.9	-1.1	5.3%
FC(F)(F)c1ccc(C2Nc3cccc4cccc(c34)N2)cc1
→ ?	?	20µM*	-10.0	-1.7	-5.2%
COC(=O)c1cc(NC(=O)c2c(F)c(F)c(F)c(F)c2F)cc(C(=O)OC)c1
→ ?	4.7%	-12.8%	1.2	-2.3	-3.4%
N#Cc1ccc(/C=C2\CCn3c2nc2cc(C(=O)O)ccc2c3=O)cc1
→ -12.8%	?	-12.1%	-9.6	-2.3	-5.9%
CC1CCN(C(=O)c2nc[nH]c2C(=O)OCCNC(=O)OC(C)(C)C)CC1
→ 24.8%	8.1%	-5.8%	·	·	·
CC(C)c1ccc(NC2CCCN(C(=O)CCN3CCCCC3=O)C2)cc1 (stereo not drawn)
→ ?	5.3%	-4.1%	-4.6	1.9	·

# The listing continues.
# Values in the order – Pf growth 96h	Pf growth 48h	Sm TGR inh	Shiga toxin inh	Cycloheximide cs	Giardia FBPA inh
COc1cc(C#N)ccc1OC(=O)C1CCN(C(=O)c2ccc(F)cc2)CC1
→ 12.0%	4.3%	-2.1%	·	·	·
Cc1cccc(-c2noc(-c3ccno3)n2)c1
→ 17.2%	20.7%	4.3%	91.1*	40.3*	0.4%
Nc1nc(SCC(=O)Nc2ccc(Br)cc2F)n[nH]1
→ ?	12.3%	0.0%	-8.3	0.1	5.8%
CCCCCCCCNc1ncnc2ccccc12
→ 5.22µM*	·	-31.9%	-1.3	1.6	2.5%
Cc1ccc(S(=O)(=O)NCCSC(C)(C)C)cc1
→ 38.2%[activator]	·	3.8%	-15.2	1.9	-3.5%
COc1ccc(C2=CSC3=NCCN23)cc1[N+](=O)[O-]
→ 40.2%[activator]	?	-4.6%	-6.1	-3.1	-9.6%
COc1ccc(S(=O)(=O)Nc2cccc(-n3cnnn3)c2)cc1
→ -12.7%	-8.5%	2.7%	-8.5	-0.6	·
Cc1cc(NC(=O)CSc2nnnn2C2CCCC2)no1
→ 7.38µM*	14.9%	-0.7%	-8.0	-1.2	8.0%
CC/C(=N\NC(N)=O)c1ccc(OC(F)F)cc1
→ -40.8%	?	10.3%	8.5	-1.4	-10.2%
CCCC(=O)Nc1cc(C)c(NC(=O)c2ccccn2)cn1
→ 11.5%	74.9%[activator]	3.0%	85.8*	28.1*	-13.2%
O=C(/C=C/c1ccc2c(c1)OCO2)Nc1nc2ccccc2s1
→ -10.4%	324.4%[activator]	0.5%	62.2*	40.8*	1.5%
COc1ccc(-c2cc(=O)c3ccccc3[nH]2)cc1
→ ?	?	-1.1%	7.2	18.0&9.4	-23.3%[89.2 µM]
Cc1ccc(CN(Cc2cc3cc4c(cc3[nH]c2=O)OCCO4)Cc2nnnn2Cc2ccco2)cc1
→ ?	·	11.2µM*	5.8	11.0	?
CN1C(=S)SC(/[N+]([O-])=C\c2ccccc2F)C1(C)C (stereo not drawn)
→ 5.3%	1.2%	2.7%	-8.2	-1.0	1.6%
C[N+]1(CCOc2ccc([N+](=O)[O-])cc2)CCOCC1
→ 15.5%	0.4%	-0.8%	3.5	-3.9	-0.1%
O=C(NN1C(=O)/C(=C\c2cccnc2)SC1=S)C(c1ccccc1)c1ccccc1
→ -6.3%	5.7%	-20.6%	-17.0	1.0	9.0%
O=C1c2ccccc2C(=O)N1CCC(c1ccc(F)cc1)c1ccco1 (stereo not drawn)
→ 34.6%	?	39.8µM*	14.4	15.7	1.4%
CCN(CC)c1ccc(C(=O)OCC(=O)Nc2ccc3[nH]c(=O)[nH]c3c2)cc1
→ 22.6%	2.2%	-10.5%	-14.3	-0.5	-17.9%
CC(CCN1CCOCC1)c1ccccc1 (stereo not drawn)
→ -5.2%	29.2%	-1.3%	4.2	1.6	?
Cc1cccc(N(C(=O)c2sc(C)nc2C)C(C(=O)NCC2CCCO2)c2ccccc2)c1 (stereo not drawn)
→ -28.1%	-12.8%	-4.4%	-10.3	-2.6	6.5%

# The list goes on.
# Values in the order – Pf growth 96h	Pf growth 48h	Sm TGR inh	Shiga toxin inh	Cycloheximide cs	Giardia FBPA inh
CC(c1ccco1)N(C(=O)COc1ccccc1[N+](=O)[O-])c1ccccn1 (stereo not drawn)
→ ?	-10.5%	-1.2%	44.8	20.7	4.9%
CCNc1nc(NCC)nc(N/N=C/c2ccc(O)c(OC)c2)n1
→ ?	?	5.1%	-4.8	7.5	-8.9%
Cc1ccccc1OCCCC(=O)Nc1ccccc1C(F)(F)F
→ ?	?	0.0%	-24.0	8.9	-0.3%
CN(C)c1ccc(/C=N/NC(=O)c2cccc(C(=O)N/N=C/c3ccc(N(C)C)cc3)n2)cc1
→ ?	11.1%	0.4%[57.1 µM]	-17.1	-3.6	1.0%
Cc1noc(C)c1S(=O)(=O)N1CCC2(CC1)OCCO2
→ 133.9%[activator]	47.7%[activator]	-29.9%	-7.7	-2.1	7.2%
COc1cc(C(C(=O)NCC2CCCO2)N(C(=O)Cn2nnc3ccccc32)c2ccc(C(C)=O)cc2)ccc1O (stereo not drawn)
→ ?	6.4%	?	9.6	2.9	-2.8%
Oc1cc(Nc2ccncc2)cc2cccnc12
→ ?	11.7µM*	-5.9%	·	·	·
c1ccc(-c2nc(NC3CC3)nc(-n3ccnc3)n2)cc1
→ -2.5%	13.1µM*	6.2%	12.5	1.1	4.0%
CCc1occc(=O)c1Oc1cc(NN2CCCCC2)c([N+](=O)[O-])cc1[N+](=O)[O-]
→ ?	-39.9%	-20.7%	-4.4	-2.0	-3.6%
O=C(NCCNc1nccc(C(F)(F)F)n1)c1cccc(C(F)(F)F)c1
→ -18.8%	-14.9%	7.6%	-5.5	0.7	2.3%
COc1cccc(CC2(CO)CCCN(Cc3cc4ccccc4[nH]3)C2)c1 (stereo not drawn)
→ ?	?	-15.8%	-4.5	0.9	4.4%
O=C(CC1C(=O)NCCN1Cc1ccc(F)cc1Cl)NCc1ccon1 (stereo not drawn)
→ 73.4%[activator]	4.1%	12.6µM*	-0.9	-8.8	·
COc1cc2c(cc1OC)C(c1ccccc1O)NCC2 (stereo not drawn)
→ ?	?	-21.0%	-8.9	2.2	5.1%
O=C(CCc1nc(-c2ccccc2)no1)NCCc1ccccc1
→ 0.0%	21.2%	0.0%	-12.4	11.6	2.0%
COc1ccc(C2CC(c3ccc(OC)c(OC)c3)=NN2C(=O)c2ccccc2)cc1 (stereo not drawn)
→ ?	?	-1.0%	-2.3	7.7	7.8%
O=C(c1cc(-c2ccccc2)nn1-c1ccccc1)N1CCN(S(=O)(=O)c2ccc(F)cc2)CC1
→ -27.0%	0.6%	2.9%	·	·	·
CCC(C)/C(C)=N/Nc1ccc(S(N)(=O)=O)cc1[N+](=O)[O-] (stereo not drawn)
→ -10.1%	-21.5%	2.6%	-6.9	-4.2	-1.2%
Cc1ccc(C(=O)Oc2cccc(NC(=O)c3cccs3)c2)cc1S(=O)(=O)N1CCOCC1
→ 67.3%[activator]	·	-0.1%	21.4	9.8	-5.9%
Cc1cc(C)c(S(=O)(=O)N2CCCC2=O)c(C)c1
→ 0.7%	0.5%	·	-9.1	-1.8	-5.6%
C=CCN(c1ccccc1)S(=O)(=O)c1ccc2c(c1)oc(=O)n2C
→ 14.9%	·	-0.9%	-23.8	-1.4	3.4%

# An excerpt of these results, bar-delimited.
mol | Pf growth 96h | Pf growth 48h | Sm TGR inh | Shiga toxin inh | Cycloheximide cs | Giardia FBPA inh
COc1cc(C(C(=O)NCC2CCCO2)N(C(=O)Cn2nnc3ccccc32)c2ccc(C(C)=O)cc2)ccc1O (stereo not drawn) | ? | 6.4% | ? | 9.6 | 2.9 | -2.8%
Oc1cc(Nc2ccncc2)cc2cccnc12 | ? | 11.7µM* | -5.9% | · | · | ·
c1ccc(-c2nc(NC3CC3)nc(-n3ccnc3)n2)cc1 | -2.5% | 13.1µM* | 6.2% | 12.5 | 1.1 | 4.0%

# The results go on.
# Values in the order – Pf growth 96h	Pf growth 48h	Sm TGR inh	Shiga toxin inh	Cycloheximide cs	Giardia FBPA inh
Cc1ccn2cc(-c3cccc(NC(=O)CCC(=O)O)c3)nc2c1
→ 64.1%[activator]	90.8%[activator]	14.9%	4.7	-0.4	?
COc1cccc(C(=O)N2CCN(Cc3ccccc3[N+](=O)[O-])CC2)c1
→ -21.0%	3.2%	5.1%	6.6	-3.5	?
COc1ccc(C(C(=O)NC2CCCC2)N(C(=O)c2ccco2)c2cc3c(cc2C(C)=O)OCO3)cc1OC (stereo not drawn)
→ 0.0%	?	-14.6%	-21.3	-6.9	3.7%
Cc1ccc(S(=O)(=O)Nc2cccc(S(=O)(=O)N3CCCC3)c2)cc1C
→ -4.8%	3.5%	5.7%	·	·	·
O=c1oc2ccccc2c2c1nnn2CCO
→ 11.6%	31.2%[activator]	5.6%	-4.2	8.5	-0.8%
CN(C(=O)COC(=O)CNC(=O)C12CC3CC(CC(C3)C1)C2)C1CCS(=O)(=O)C1 (stereo not drawn)
→ 48.0%[activator]	11.2%	-6.6%	-9.2	2.1	-1.2%
Cc1cc(C)n2nc(C(=O)Nc3nnc(C4CC4)s3)nc2n1
→ 17.1%	26.8%	-22.7%	-17.8	-1.5	?
Cc1onc(-c2ccccc2Cl)c1C(=O)Nc1nnc(Cc2ccc(Cl)cc2)s1
→ -6.3%	1.2%	1.7%	-9.6	-4.3	-17.5%
